Compound activity (PubChem BioAssay)
GRP78 ERSR act – qHTS for Inducers of the Endoplasmic Reticulum Stress Response (ERSR) in Human Glioma: qHTS. AID 602332, 2012. U87-MG GRP78 promoter luciferase reporter, 16 h. 420,000 compounds, 0.02% hits. Potency, µM, for inactives: top-dose activation, most hits filed as activators; also: potency is read from the fitted curve at half-maximal effect; series mostly up to about 76 µM; % of control where 0% means no effect; nearly all actives have a fitted effect of over 35% in size
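Stably transfected U87-MG human glioma cells carrying a GRP78-based luminescent sensor were seeded at 1000 cells/well, pin-dosed with compounds and incubated 16 h. Luciferase reagent was then added, and end-point luminescence was read after 10 min at room temperature.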
TrxR1 substrate – qHTS Assay for Substrates of Mammalian Selenoprotein Thioredoxin Reductase 1 (TrxR1): qHTS. Thioredoxin reductase 1, cytoplasmic (Rattus norvegicus), O89049. purified TrxR1 substrate turnover, NADPH consumption readout. Potency, µM (series often up to 114 µM), for the others: top-dose activity change, negative = substrate turnover. 390,000 compounds, 0.01% hits; also: potency is read from the fitted curve at half-maximal effect; % is scaled to controls: 0 for no effect and ±100 for the full control effect; nearly all actives have a fitted effect of over 50% in size
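Rat TrxR1, dispensed at 90 nM, was prereduced with 400 uM NADPH (final) for 5 min at ~22 deg C, then incubated with compound 15 min before 400 uM selenite. A first-read NADPH fluorescence drop versus no-compound background flagged substrates.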
LDHA inh – qHTS assay for inhibitors of human lactate dehydrogenase | L-lactate dehydrogenase A chain (Homo sapiens), P00338 | purified LDHA, NADH/diaphorase-resazurin fluorescence; active compounds read low | activity change, % (values are at about 110 or 230 µM) | 480,000 compounds, 0.15% hits | AID 1347041, 2019; in the data active = activity change below about -30%; inconclusive = mostly about -25% to -30%;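 also: plate controls were DMSO wells for no effect and wells without enzyme for full effect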
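Human LDH5 at 2 nM final in Tris HCl pH 7.4 with 0.06 mM NADH and 0.2 mM pyruvate, reacted 5 minutes at room temperature. Remaining NADH coupled via diaphorase/resazurin; resorufin fluorescence read at 0 and 20 minutes, normalized to enzyme-free and DMSO wells.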
Vif-APOBEC3G blk – qHTS for Inhibitors of Vif-A3G Interactions: qHTS | 410,000 compounds, 0.076% hits | Potency, µM (highest dose often 46.1 µM), for the others: top-dose activity, negative = active, hits mostly inhibitors | DNA dC->dU-editing enzyme APOBEC-3G (Homo sapiens), Q9HC16 | HeLa A3G-eYFP + Vif (tagged APOBEC3G with the HIV-1 protein that degrades it), YFP fluorescence, overnight;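 also: potency is read from the fitted curve at half-maximal effect; % is scaled to controls: 0 for no effect and ±100 for the full control effect; nearly all actives have a fitted effect of over 60% in size; hits raise eYFP signal because A3G escapes Vif-driven loss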
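Read-out is eYFP fluorescence (Ex 488/Em 500-530) from Vif-expressing HeLa A3G-eYFP cells; more signal means A3G escaped Vif-mediated degradation. Cells plated overnight, compound pinned in, incubated overnight at 37 deg C.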
RXFP1 agonist – qHTS Assay for Agonists of the Relaxin Receptor RXFP1 | HEK293T-RXFP1 cAMP TR-FRET, 30 min; response scale: percent of porcine relaxin response, buffer zero | Potency, µM (top dose mostly 57.5 µM), without a hit: at the top dose activation, actives largely listed as activators | 370,000 compounds, 0.3% hits; also: potency is read from the fitted curve at half-maximal effect; % is scaled to controls: 0 for no effect and ±100 for the full control effect; nearly all actives have a fitted effect of over 60% in size; many of its hits are not listed in these tables
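HEK293 cells stably expressing RXFP1, treated 30 min at 37C with compounds plus PDE4 inhibitor Ro 20174; cAMP measured by HTRF TR-FRET. Normalized to buffer and 29 nM porcine relaxin; EC50 by Hill fit.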
PI4K2A block – qHTS for small molecular inhibitors of PI4K2A; purified PI4K2A, ADP-Glo luminescence, 1 h; active compounds read low; 420,000 compounds, 0.13% hits; activity change, negative = inhibition, % at 76.9 µM; AID 1346378, 2018; in the data active = activity change below about -50%; inconclusive = mostly about -30% to -49%;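 also: -100% = wells without enzyme as full effect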
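PI4K2A activity was measured by ADP-Glo luminescence: enzyme (4 ug/mL stock) and phosphatidylinositol (1.2 mM stock) in Tris pH 7.5/MgCl2/EGTA/Triton X-100 buffer were reacted with ATP (300 microM stock) for one hour at ambient temperature.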
mIDH1 inhibitor – qHTS for Inhibitors of mutant isocitrate dehydrogenase 1 (IDH1): qHTS | Potency, µM (doses to about 76.6 µM), without a hit: at the top dose activity change, negative = inhibition, usual class: inhibitors | IDH1-R132H enzyme, NADPH consumption, diaphorase/resazurin fluorescence | AID 602179, 2012 | 390,000 compounds, 0.093% hits | Isocitrate dehydrogenase [NADP] cytoplasmic (Homo sapiens), O75874; also: potency is read from the fitted curve at half-maximal effect; % is scaled to controls: 0 for no effect and ±100 for the full control effect; nearly all actives have a fitted effect of over 65% in size
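IDH1-R132H (0.5 ug/mL) preincubated 30 min with compound, then NADPH (0.016 mM) and alpha-KG (2 mM) added; 80 min at RT, pH 7.5. Remaining NADPH coupled via diaphorase/resazurin to fluorescence (540/590 nm); concentration-response curves normalized to no-enzyme control.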
USP1 inh – Inhibitors of USP1/UAF1: Primary Screen. Potency, µM (highest dose often 57.1 µM), for inactives: at the top dose activity change, negative = inhibition, most hits filed as inhibitors. AID 743255, 2014. Ubiquitin carboxyl-terminal hydrolase 1 (Homo sapiens), O94782. recombinant USP1/UAF1, Ub-Rhodamine cleavage fluorescence. 390,000 compounds, 0.23% hits; also: potency is read from the fitted curve at half-maximal effect; % is scaled to controls: 0 for no effect and ±100 for the full control effect; nearly all actives have a fitted effect of over 60% in size; inactives centre near -12
Target sequence (O94782 whole entry, looked up): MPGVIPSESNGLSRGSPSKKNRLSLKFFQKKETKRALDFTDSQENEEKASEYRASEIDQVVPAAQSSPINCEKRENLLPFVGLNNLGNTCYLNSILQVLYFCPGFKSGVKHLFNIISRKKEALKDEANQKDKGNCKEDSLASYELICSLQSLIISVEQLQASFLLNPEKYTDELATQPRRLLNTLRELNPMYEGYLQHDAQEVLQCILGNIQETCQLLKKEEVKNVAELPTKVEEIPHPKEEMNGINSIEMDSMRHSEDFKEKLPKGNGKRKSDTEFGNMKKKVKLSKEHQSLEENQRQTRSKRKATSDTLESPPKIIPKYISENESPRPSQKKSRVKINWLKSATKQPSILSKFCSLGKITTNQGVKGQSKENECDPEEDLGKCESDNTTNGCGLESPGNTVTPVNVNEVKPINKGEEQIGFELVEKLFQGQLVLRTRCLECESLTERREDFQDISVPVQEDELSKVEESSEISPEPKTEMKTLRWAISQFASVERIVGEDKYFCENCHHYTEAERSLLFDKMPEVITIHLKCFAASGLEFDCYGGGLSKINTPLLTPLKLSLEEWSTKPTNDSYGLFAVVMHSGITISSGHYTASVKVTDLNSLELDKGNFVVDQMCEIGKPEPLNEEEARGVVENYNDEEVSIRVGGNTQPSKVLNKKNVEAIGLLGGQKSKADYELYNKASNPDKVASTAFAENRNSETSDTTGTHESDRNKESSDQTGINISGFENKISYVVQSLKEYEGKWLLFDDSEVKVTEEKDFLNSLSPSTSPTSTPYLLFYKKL
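USP1/UAF1 complex at 1 nM was preincubated with compound for 15 min at room temperature, then Ub-Rho substrate (150nM final) was added. Fluorescence (480/540 nm) was read kinetically, 6 reads every 60 seconds.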
Vif-APOBEC3F blk – qHTS for Inhibitors of Vif-A3F Interactions: qHTS. HeLa A3F-eYFP + Vif (tagged APOBEC3F with the HIV-1 protein that degrades it), YFP fluorescence increase. Potency, µM (titrated, usually from 46.1 µM), without a hit: at the highest dose activity, negative = active. 390,000 compounds, 0.2% hits; also: potency is read from the fitted curve at half-maximal effect; % of control where 0% means no effect; nearly all actives have a fitted effect of over 65% in size
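HeLa cells stably expressing A3F-eYFP plus Vif, plated and incubated overnight at 37 deg C, then exposed to compounds overnight at 37 deg C. Blocked degradation read as raised yellow fluorescence (Ex 488/Em 500-530).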
The depositor's hits bear a star; ? = inconclusive; . = not tested or not shown; & = joins results of further samples; [ ] = dose if it differs, or a comment. Unless noted, calls follow the shape of the dose curve; as a rule, active = well fitted curve in the direction sought with a large enough effect; inconclusive = small, poorly fitted or top-dose-only effect, or another doubt; inactive = no such curve, though single readings can be large; an effect the other way counts as inactive or inconclusive. These rows are one share of the data; count on the stated rates, not on these rows.

SMILES	GRP78 ERSR act	TrxR1 substrate	LDHA inh	Vif-APOBEC3G blk	RXFP1 agonist	PI4K2A block	mIDH1 inhibitor	USP1 inh	Vif-APOBEC3F blk
Cc1ccc(S(=O)(=O)N(C)C)cc1NC(=O)C(C)OC(=O)c1cc[n+]([O-])cc1 (stereo not drawn)	-5%	-3%	-10	0%	.	2	-6%	-14%	4%
Cc1cc(N2C(=O)CC(Cc3ccc(Cl)cc3)C2=O)no1 (stereo not drawn)	-3%	-5%	3	-6%	-0.8%	-6	1%	-16%	3%
CS(=O)(=O)c1ccc2sc(NC(=O)c3cc4ccccc4o3)nc2c1	?	15%	-15	-5%	4.5%	-2	0%	-18%	11%
Cc1ccc(S(=O)(=O)Nc2ccccc2)cc1C(=O)N1CCCC1	-1%	-2%	-8	-1%	-2.0%	-2	1%	-5%	-7%
Cc1ccc(CSCC(=O)Nc2ccc(N3CCOCC3)cc2N2CCOCC2)cc1	-3%	3%	6	-2%	-0.9%	-2	2%	-8%	-3%
COC(=O)c1c(NC(=O)CN2CCC3(O)CCCCC3C2c2ccc(OC)cc2OC)sc(C)c1C (stereo not drawn)	-3%	-9%	-1	-5%	-0.5%	-3	-6%	-23%	0%
Cc1nn(-c2nc(-c3ccco3)cc(C(F)(F)F)n2)c(C)c1Br	-3%	4%	-9	-3%	2.7%	-3	4%	-17%	1%
CCCn1c(=O)c(C(=O)NCc2ccncc2)c(O)c2ccccc21	-6%	-9%	1	1%	5.2%	1	2%	-4%	-12%
CCCCc1nnc(NC(=O)CN2C(=O)C3CCCCC3C2=O)s1 (stereo not drawn)	-1%	-10%	-4	-1%	0.5%	0	0%	-16%	-4%
CN(C)C(CNC(=O)c1cc(S(=O)(=O)N(C)c2ccc(F)cc2)ccc1Cl)c1cccs1 (stereo not drawn)	8%	-5%	-8	-4%	.	1	-1%	-1%	-7%
COCCCNC(=O)COC(=O)c1ccc(-c2nc3ccccc3s2)s1	-6%	36%[activator]	-2	-5%	8.1%	-11	0%	-17%	0%
CCCCOC(=O)c1c(C)oc2c1cc(NS(=O)(=O)c1cc(OC)ccc1OC)c1ccccc12	1%	1%	9	-5%	-1.0%	-3	-2%	-14%	1%
Cc1ccc(OCC(=O)OC(C)CN2CCCCC2)cc1 (stereo not drawn)	0%	3%	-4	1%	0.2%	-1	-6%	-19%	4%
COc1ncc(C2=CC(=O)CC(C)(C)C2)cn1	-5%	6%	-16	2%	-0.2%	-6	11%	-16%	-1%
COc1ccc(CCNC(=O)CCn2c(=O)c3ccccc3n(Cc3cc(C)ccc3C)c2=O)cc1OC	-2%	3%	-10	1%	5.6%	0	0%	-8%	-5%
COC(=O)[C@H](C)NC(=O)Nc1cccc(C(F)(F)F)c1	-4%	-10%	0	2%	-0.7%	-14	6%	-3%	2%
O=C(NCCc1c[nH]c2ccccc12)c1ccc(-n2cnnn2)cc1	1%	4%[57.1 µM]	-2	1%	5.0%	-2	7%	4%	-2%
Cc1nc(Cl)sc1C(=O)Nc1cccc2ccccc12	-1%	-12%	-5	-12%	-0.6%	-4	4%	-13%	8%
Cc1ccc(-c2nnn(CC(=O)N(Cc3ccccc3F)C(C(=O)NC3CCCC3)c3ccncc3)n2)o1 (stereo not drawn)	-6%	3%	-4	-3%	-3.2%	-5	-3%	-18%	-1%
Cn1ncc([N+](=O)[O-])c1C(=O)n1nnc2ccccc21	-2%	-1%	-2	3%	-0.6%	-1	-1%	-6%	1%
C=C1C=C(C(F)F)n2ncc(C(=O)Nc3ccc(N(CC)CC)cc3)c2N1	-4%	4%	-1	0%	.	.	.	.	.
COC(=O)C(C)Oc1ccc2c3c(c(=O)oc2c1)CCCCC3 (stereo not drawn)	-3%	96%[activator][57.1 µM]	-5	0%	-1.1%	-3	6%	2%	-2%
O=C(CSc1nccn1C1CCCC1)Nc1cccc(F)c1	2%	-7%[57.1 µM]	-12	10%	-0.5%	-1	-2%	-13%	-10%
CCCNC(=O)C1(C)CCCN(C(=O)CN2C(=O)c3ccccc3C2=O)C1 (stereo not drawn)	1%	.	-4	2%	.	5	.	.	.
CCCCn1cnc2c(SCc3ccccc3Cl)nc(N)nc21	2%	0%	5	2%	.	-5	-5%	?	2%
(listing goes on)
SMILES	GRP78 ERSR act	TrxR1 substrate	LDHA inh	Vif-APOBEC3G blk	RXFP1 agonist	PI4K2A block	mIDH1 inhibitor	USP1 inh	Vif-APOBEC3F blk
CCOc1ccccc1N1CCN(C(=O)c2cc3c(C)cc(C)cc3[nH]2)CC1	-1%	-6%	10	-16%	2.5%	-1	2%	-24%	-7%
O=C(CSc1nc2ccsc2c(=O)n1Cc1ccccc1F)NCc1ccccc1Cl	-6%	0%[57.1 µM]	-7	4%	1.1%	-2	3%	?	-14%
CC1(C)CC(=O)C(N=Nc2ccc(F)cc2)=C(O)C1	2%	-10%	-1	-8%	6.8%	5	2%	-10%	2%
COc1ccc(/C=C/C(=O)N(C(C)C)C(C)C)cc1Br	0%	-7%	0	2%	3.3%	-2	-2%	-24%	-3%
CCN(CC)c1ccc(/C=N/N2CCN(Cc3ccc(C)cc3C)CC2)c(O)c1	-3%	-14%	12	1%	2.8%	-1	10%	-18%	-14%
COc1ccccc1-n1c(-c2ccc(Cl)cc2)c[nH]c1=S	3%	-4%	-5	-3%	1.6%	1	4%	-14%	6%
CN1/C(=C/C2CC(=O)NC2=O)C(C)(C)c2ccccc21 (stereo not drawn)	-4%	-1%	12	1%	1.1%	-2	4%	-11%	-2%
Cc1ccc(C)c(N(CC(=O)Nc2cc(Cl)ccc2Oc2ccccc2)S(C)(=O)=O)c1	-4%	8%	0	-4%	-0.8%	-2	3%	-5%	1%
CN(C(=O)n1cnc2ccccc21)c1ccccc1	-3%	-7%	1	-4%	0.1%	-2	0%	-4%	1%
CN(C)CCCN1C(=O)CSC1c1ccc([N+](=O)[O-])cc1 (stereo not drawn)	3%	2%[57.1 µM]	-6	-5%	-0.3%	0	-5%	9%	-1%
CC1(C)CC(=O)C(N=Nc2ccc3ncsc3c2)=C(O)C1	-1%	-8%[57.1 µM]	3	0%	-1.2%	6	3%	-16%	3%
CC1(C)CC(=O)C(C2(O)C(=O)Nc3ccccc32)CO1 (stereo not drawn)	-5%	-1%	-3	10%	0.7%	-2	2%	-13%	-12%
O=C(c1ccc(Cl)c(Cl)c1)N1CCN(c2ccccn2)CC1	-2%	8%[57.1 µM]	-8	0%	0.9%	-2	7%	-14%	-8%
Cc1cc(Br)c(OCC(=O)NN)c2c1CCC2	2%	2%	-3	?	1.3%	11	4%	-5%	5%
Cn1cc(S(=O)(=O)N2CCc3ccccc3C2)c(=O)n(C)c1=O	-7%	3%[57.1 µM]	0	0%	-0.4%	-3	-3%	0%	4%
CCOC(=O)c1scc(-c2ccccc2)c1S(=O)(=O)Nc1ccc(N(C)C)cc1	-1%	-3%[57.1 µM]	13	-10%	-4.1%	-4	1%	-3%	-11%
CN(C)Cc1c(O)ccc2c(-c3ccccc3)cc(=O)oc12	-3%	0%	-5	-2%	4.9%	-4	0%	-3%	18%
CCc1cccc(CC)c1NC(=O)COC(=O)c1ccc2c(c1)S(=O)(=O)c1ccccc1C2=O	-2%	-2%	-9	-3%	0.4%	3	-4%	-1%	4%
O=C(Nc1cc(C(F)(F)F)ccc1-n1cncn1)c1ccc(Cl)cc1	-6%	1%	-6	1%	1.7%	-3	12%	-9%	.
O=C(c1ccc(-c2ccccc2Cl)o1)N1CCN(c2ccccc2O)CC1	3%	-3%[57.1 µM]	2	-15%	2.2%	5	-10%	-15%	-24%
COc1ccccc1CN1CC(C(=O)NCc2nccn2C)CCC1=O (stereo not drawn)	0%	3%[57.1 µM]	-11	0%	-0.8%	8	-25%	-14%	-2%
NC(=O)N1CCC2(CC1)NC(=O)N(c1ccccc1)N2	0%	-8%[57.1 µM]	0	0%	-1.6%	1	1%	-10%	1%
Cc1onc(-c2c(F)cccc2Cl)c1C(=O)Nc1cccc(S(=O)(=O)NCc2ccco2)c1	-6%	11%[57.1 µM]	-6	2%	1.7%	2	-7%	-7%	7%
O=C1CCc2ccc(OCCCCN3CCN(c4cccc(Cl)c4Cl)CC3)cc2N1	?	-6%	-3	2%	-2.1%	2&3	13%	-28%	2%
Cc1ccc(-c2nnc(Nc3cccc(O)c3)c3ccccc23)cc1S(=O)(=O)N1CCN(C)CC1	-1%	-6%	-4	-5%	3.7%	-2	-3%	-17%	-2%
COC(=O)c1c(C)[nH]c(C(=O)COC(=O)CCNS(=O)(=O)c2cccc(C(F)(F)F)c2)c1C	-3%	-8%	-6	-3%	-0.9%	1	5%	-10%	4%
